PPARg SRC-3 ag – promotes SRC-3 coactivator recruitment by human PPARgamma; AID 731; P37231; biochemical PPARgamma/SRC-3 coactivator recruitment assay; activation, % at 8 µM; 0.26% of 200,000 active; in the data active = activation above about 23%;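 note: 0% = DMSO and 100% = reference agonist; some compounds past the cut are filed as inactive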
Target sequence (P37231 whole entry, looked up): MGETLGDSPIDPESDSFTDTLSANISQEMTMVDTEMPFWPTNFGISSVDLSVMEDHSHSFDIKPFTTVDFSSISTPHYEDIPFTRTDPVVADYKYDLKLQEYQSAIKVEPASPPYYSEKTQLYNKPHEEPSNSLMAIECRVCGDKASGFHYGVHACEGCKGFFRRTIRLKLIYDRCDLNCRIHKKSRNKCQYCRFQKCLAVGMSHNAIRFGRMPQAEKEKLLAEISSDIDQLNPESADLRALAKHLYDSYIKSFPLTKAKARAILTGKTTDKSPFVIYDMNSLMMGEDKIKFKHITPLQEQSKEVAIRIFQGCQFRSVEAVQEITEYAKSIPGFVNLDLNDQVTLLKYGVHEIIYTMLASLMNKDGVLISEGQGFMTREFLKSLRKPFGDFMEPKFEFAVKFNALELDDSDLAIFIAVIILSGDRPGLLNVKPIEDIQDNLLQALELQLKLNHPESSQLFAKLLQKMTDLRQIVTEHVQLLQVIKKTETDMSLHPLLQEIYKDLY
PMI act satM6P – increases human PMI activity with near-saturating mannose 6-phosphate | coupled PMI enzyme assay, resazurin fluorescence, 20 min; hits give high values; 1 = untreated enzyme, 0 = substrate-free blank | activation factor at 20 µM | 0.34% of 190,000 active;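 active = activation factor of 2 or more at 20 µM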
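Test system: Human PMI in coupled enzyme assay | Input: 15 ng/mL PMI | Medium: HEPES-buffered pH 7.4 with magnesium and detergent | Compound: One concentration, 20 µM, in 1% DMSO | Incubation: Enzyme reaction with compound 20 min at room temperature | Detection: Diaphorase-driven resazurin-to-resorufin fluorescence, excitation 544, emission 590 nm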
Diaphorase inh – counter-screen for diaphorase-based assays: diaphorase inhibitors and chemical oxidizers. 0.69% of 190,000 active. inhibition, % at 20 µM. AID 1217. diaphorase resazurin-to-resorufin fluorescence, NADH, 16 min; bacterial (C. kluyveri) enzyme, not human;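 active = primary screen inhibition at 20 µM above a set limit, cut at about 50% in these data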;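 note: plate controls were DMSO with full reaction for no effect and wells lacking NADH for full effect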
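Test system: diaphorase enzyme from Clostridium kluyveri; amount: diaphorase at 0.14 U/mL in enzyme working solution; detection: fluorescence of resorufin formed from resazurin, Ex 544/Em 590 nm; times: reaction incubation of 16 min at room temperature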
PPARg SRC-1 ag – PPARgamma-driven SRC-1 recruitment agonism; activation, % at 8 µM; P37231; AID 631; PPARgamma-SRC-1 coactivator recruitment biochemical assay; 0.41% of 200,000 active; in the data active = activation above about 19%;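 note: 0% = DMSO and 100% = reference agonist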
SRC2 TRFRET art – counter-screen for PPARgamma SRC-2 recruitment agonists: TR-FRET artefact; TR-FRET ratio at 8 µM; 0.4% of 200,000 active; hits give high values; AID 1049; in the data active = TR-FRET ratio above about 2000; note: inactives centre near 1500
PPARg SRC-2 ag – PPARgamma-driven SRC-2 recruitment agonism; PPARgamma LBD-SRC-2 recruitment, biochemical; activation, % at 8 µM; 0.34% of 200,000 active; in the data active = activation above about 22%;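 note: 0% = vehicle and 100% = reference agonist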
ROMK primary – modulates human ROMK potassium channel activity; Tet-inducible ROMK, thallium flux fluorescence; actives lie on both sides; B-score at 10 µM; 2% of 130,000 active; AID 1918;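 active = signal ratio slope over the read window, or its plate-corrected B-score, at least 3 SD from the plate mean, either direction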;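 note: B-score of the F/F0 ratio slope over 7 to 12 s after thallium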
Target sequence (P48048 whole entry, looked up): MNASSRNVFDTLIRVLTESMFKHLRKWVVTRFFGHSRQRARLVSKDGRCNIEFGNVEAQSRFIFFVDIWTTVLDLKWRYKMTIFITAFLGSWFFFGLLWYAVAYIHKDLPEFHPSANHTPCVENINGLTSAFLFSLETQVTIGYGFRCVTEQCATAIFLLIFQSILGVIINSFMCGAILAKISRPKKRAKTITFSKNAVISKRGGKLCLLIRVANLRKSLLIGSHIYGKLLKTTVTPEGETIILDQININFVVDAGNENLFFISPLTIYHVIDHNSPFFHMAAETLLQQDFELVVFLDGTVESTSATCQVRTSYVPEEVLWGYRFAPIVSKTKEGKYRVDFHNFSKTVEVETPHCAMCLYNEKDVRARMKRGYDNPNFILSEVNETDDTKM
S1P3 antagonist – S1P3 (human) receptor antagonism; inhibition, % at 4.98 µM; 0.27% of 170,000 active; CHO S1P3 NFAT-BLA reporter, FRET fluorescence, antagonist mode; Q99500;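 active = inhibition above the plate cutoff, the mean inhibition of test wells on that plate plus 3 SD, cut at about 28% in these data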;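 note: cells challenged with S1P at its EC80 of 0.8 µM; blue over green emission ratio from cleaved BLA substrate after 4 h stimulation; 0% = S1P-stimulated wells and 100% = unstimulated DMSO-only wells; some compounds past the cut are filed as inactive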
G6PDH CS – L. mesenteroides G6PDH inhibition counter-screen. Purified L. mesenteroides G6PDH, diaphorase/resazurin coupled fluorescence, 45 min. inhibition, % at 5 µM. 0.12% of 200,000 active. AID 1020; in the data active = inhibition above about 50%
Diaphorase act – diaphorase activation or chemical reduction counter-screen. Diaphorase/resazurin coupled assay, resorufin fluorescence, 16 min; hits give high values; 1 = vehicle wells, 0 = NADH-free wells. activation factor at 20 µM. 0.005% of 190,000 active. AID 1229;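 active = diaphorase activity raised at least twofold by the compound at 20 µM; inactive = activation factor below 2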
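System – purified diaphorase enzyme from Clostridium kluyveri · Input – enzyme 0.07 U/mL final · Also added – final NADH 0.114 mM, resazurin 0.1 mM · Measured by – fluorescence of resorufin, 544 nm excitation, 590 nm emission · Timing – 16 min enzyme reaction, ambient temperature · Measure – resorufin increase flagging diaphorase activators or reducers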
PMI activator – increases human mannose-6-phosphate isomerase activity. AID 1214. P34949. purified human PMI, coupled resazurin fluorescence, 20 min; hits give high values; 1 = vehicle control, 0 substrate-free wells. 0.005% of 190,000 active. activation factor at 20 µM;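 active = activation factor of 2 or more at 20 µM, relative to plate controls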
* hit, by the source's call; x = not tested or not shown.

SMILES	PPARg SRC-3 ag	PMI act satM6P	Diaphorase inh	PPARg SRC-1 ag	SRC2 TRFRET art	PPARg SRC-2 ag	ROMK primary	S1P3 antagonist	G6PDH CS	Diaphorase act	PMI activator
CC(C)c1nc2sc3c(SCC(=O)NCc4ccco4)ncnc3c2c2c1CCC2	3	1	56*	6	1595	12	x	x	16	0.4	1.1
O=C(O)c1c(Cl)nc2ccccn12	2	1	3	11	1845	5	1.5	5	4	1	1.2
CCOC(=O)Cn1cc(C(=O)C2CC2)c2ccccc21	7	1	5	1	1587	2	x	-7	-1	0.9	1.1
CNc1nc2c(c(=O)[nH]c(=O)n2C)n1CCOC	-3	1	8	-2	1457	-2	-0.81	-22	5	0.9	1
O=C(/C=C/c1ccccc1)Nc1nc(-c2ccncc2)cs1	7	1	5	2	1789	10	0.18	-8	-4	1	1.1
Cc1ccc(C)c(N=Cc2cc3c(cc2[N+](=O)[O-])OCO3)c1	1	0.6	36	4	1654	7	x	-3	9	0.6	0.9
CCOCCCNC(=O)CN(Cc1ccc(Cl)cc1)S(C)(=O)=O	5	1	8	4	1416	-4	0.043	-6	2	0.9	1
Cc1cc2c(cc(C(=O)NCc3cccnc3)n2Cc2ccc(Cl)cc2)o1	0	1	24	-2	1470	-2	x	-29	4	0.8	0.9
CCOC(=O)C(/C=N/c1cc(C)nn1-c1ccccc1)=C(\C)O	-3	1	16	3	1610	9	0.15	x	0	0.8	1
O=C(CCN1C(=O)S/C(=C/c2ccc(Cl)cc2)C1=O)N1CCOCC1	2	1	5	0	1642	16	-2.6	-16	10	1	0.9
CCc1cc[n+](-c2nc3ccccc3nc2[N-]S(=O)(=O)c2ccc(Br)s2)cc1	-4	0.7	28	2	1497	-5	x	5	9	0.7	1
Cc1ccc(-n2c(C)n[nH]c2=S)cc1C	2	0.9	3	4	1694	0	x	-4	1	1	0.9
O=C(c1cnc2n(c1=O)CCS2)N1CCc2ccccc21	3	1.1	6	-4	1407	-3	x	-10	12	0.9	1.1
O=C(Nc1ccc(OC(F)(F)F)cc1)C1CCCN(S(=O)(=O)c2cccnc2)C1 (centres undefined)	5	0.8	22	-4	1503	-3	0.088	9	15	0.8	0.9
CC(OC(=O)c1cc2sccc2n1C)C(=O)NC(C)(C)C (centres undefined)	3	1.1	2	7	1528	7	0.059	-1	6	1	1
Nc1ccccc1Nc1cccc(C(F)(F)F)c1	2	0.8	16	-3	1313	5	-1.6	-13	-3	0.8	0.9
COc1ccc(C2C3C(C)=NN=C3CC(C)(O)C2C(C)=O)cc1 (centres undefined)	4	1.1	9	2	1709	1	x	-6	4	0.9	1.1
O=C(Nc1ccc(Cl)cc1C(=O)N1CCCC1)c1cccc([N+](=O)[O-])c1	3	0.9	8	11	1572	16	0.14	11	6	0.9	1
COc1ccc(C2C(C#N)=C(N)OC3=C2C(=O)CCC3)cc1Cn1cc([N+](=O)[O-])cn1 (centres undefined)	4	1	19	4	1421	9	x	-11	-1	0.8	0.9
CC1CN(c2ccc(C(F)(F)F)cc2[N+](=O)[O-])CCN1S(C)(=O)=O (centres undefined)	1	1.1	7	3	1677	-9	-1.2	7	4	0.9	0.9
Cc1cc(C)n2nc(SCC(=O)N(Cc3ccccc3)C3CCS(=O)(=O)C3)nc2n1 (centres undefined)	2	1	12	0	1447	-3	-0.78	6	8	0.9	1.1
CCCn1c(SCC(=O)c2ccc(CC)cc2)n[nH]c1=O	7	1	3	10	1325	1	x	x	8	1	1
CC(NC(=O)CN1CCN(c2ncccn2)CC1)c1ccc(F)cc1 (centres undefined)	10	1.1	12	8	1612	-1	x	x	6	0.9	1.1
O=C(c1cccc(F)c1)N1CCCN(C(=O)c2cccc(F)c2)CC1	-2	1	2	-7	1520	-5	0.23	-4	-1	1	1.1
Oc1cc(Cc2ccccc2)cnc1CN1CCOCC1	15	0.8	18	4	1520	-2	0.093	-22	8	0.8	1
Continued.
SMILES	PPARg SRC-3 ag	PMI act satM6P	Diaphorase inh	PPARg SRC-1 ag	SRC2 TRFRET art	PPARg SRC-2 ag	ROMK primary	S1P3 antagonist	G6PDH CS	Diaphorase act	PMI activator
Cc1cc2c(o1)CC(C)(C)CC2=O	-1	1.1	-12	-8	1555	6	0.81	4	11	1.1	1.2
CC(=O)NC(Cc1cccc(C)c1)C(=O)NC1CCN(C(=O)c2ccc([N+](=O)[O-])cc2)CC1 (centres undefined)	4	1.1	4	-1	1517	6	0.32	5	19	1	1
Cc1cc(Cl)cc(Br)c1OCCNCC(C)O (centres undefined)	15	0.9	3	-2	1408	9	-2.5	-1	3	1	0.9
COC(=O)c1ccc(OC(=O)c2cccs2)cc1	5	1	1	10	1592	0	-0.95	-9	2	1	1
COc1nc(OC/C(N)=N/O)nc(N2CCOCC2)n1	-2	0.9	9	-10	1552	-7	-0.0041	-13	12	0.9	0.8
COc1cc(/C=C/C(=O)O)ccc1OS(=O)(=O)c1ccc(C)cc1	6	1.1	5	7	1531	2	-0.75	7	2	1	1.1
COc1ccc(OC)c(N=C2C(=O)Nc3ccccc32)c1	9	0.9	13	8	1580	8	x	3	9	0.9	0.8
CN(Cc1ccccc1)S(=O)(=O)c1cccs1	-4	1	14	3	1558	10	x	x	-4	0.9	0.9
COc1cc(C)nc(NS(=O)(=O)c2ccc(C)cc2)n1	-2	0.9	18	1	1355	-5	x	-28	15	0.8	0.8
Cc1ccc(S(=O)(=O)N(C)c2ccccc2C(=O)NC2CCCC2)cc1	1	1	13	5	1424	1	x	-2	8	0.9	1
COc1ccc(OCC(=O)Nc2cc(-c3nn4c(C)nnc4s3)ccc2C)cc1	24	0.9	11	28*	1633	-3	x	-46	4	0.9	0.9
CN1c2ccccc2-c2nc3ccccc3n2C1c1ccncc1 (centres undefined)	-8	1	11	-12	1666	-6	x	-5	3	0.9	1
Cc1cccc(NC(=O)CCc2ccc(S(=O)(=O)NC3CCCCC3)cc2)c1	-11	1	10	2	1590	8	x	x	2	0.9	1
COc1cc2c3c(c1OC)C1(C=CC(=O)C=C1)CC3N(C(=O)c1ccccc1)CC2 (centres undefined)	4	0.8	12	3	1438	8	x	x	4	0.9	0.8
CN(Cc1ccc(OC(F)F)cc1)C(=O)c1ccc2nccnc2c1	4	0.8	20	-2	1627	4	-0.079	17	-2	0.8	1
COCCCNC(=O)Cn1nnc(-c2ccc(NC(=O)c3cccnc3)cc2)n1	3	1.1	0	-5	1728	4	-0.84	-12	-4	1	1
O=C(Cc1cn(Cc2cccc(Cl)c2)c2ccccc12)N1CCCC1	-2	0.8	21	-2	1507	-2	-3.2*	-8	2	0.8	0.7
Cc1cc(C)nc(-n2nc(C)cc2NC(=O)c2cccc(S(=O)(=O)N3CCOCC3)c2)n1	-1	1	13	0	1315	5	0.076	x	0	0.9	1
COc1ccc(OC)c([N+](=O)[O-])c1C(N)=O	-1	0.5	17	0	1645	-1	-0.041	3	11	0.8	1
CCNC(=S)NNC(=O)Nc1ccccc1	-2	1.1	6	-6	1545	2	-0.011	x	0	0.9	1.1
CCOC(=O)c1c(C)[nH]c(C(=O)Cn2c(=O)oc3ccccc32)c1C	16	1	3	1	1638	3	x	4	-23	1	1
Cc1cc(NCCN2CCOCC2)n2ncc(-c3ccc(Cl)cc3)c2n1	-7	x	x	-5	1652	-2	0.12	-3	x	x	x
CS(=O)(=O)N1CCC(C(=O)Nc2cc(C(F)(F)F)ccc2Cl)CC1	-4	1	4	0	1469	6	x	1	16	1	1
C#CCOC(=O)C[N+](C)(C)CC#Cc1ccccc1	0	1	8	7	1729	5	-1.5	-5	3	0.9	1.2
Cc1ccc(C)c2c1cc(C)c1nnc(SCC(=O)c3cccs3)n12	5	1	11	5	1760	8	-0.074	-10	-7	0.9	0.9

Just ROMK primary and Diaphorase inh, for 5 of the compounds above:
SMILES	ROMK primary	Diaphorase inh
CC(=O)NC(Cc1cccc(C)c1)C(=O)NC1CCN(C(=O)c2ccc([N+](=O)[O-])cc2)CC1 (centres undefined)	0.32	4
CN1c2ccccc2-c2nc3ccccc3n2C1c1ccncc1 (centres undefined)	x	11
Cc1cc2c(o1)CC(C)(C)CC2=O	0.81	-12
CCOC(=O)c1c(C)[nH]c(C(=O)Cn2c(=O)oc3ccccc32)c1C	x	3
COc1ccc(OCC(=O)Nc2cc(-c3nn4c(C)nnc4s3)ccc2C)cc1	x	11

(list continues)
SMILES	PPARg SRC-3 ag	PMI act satM6P	Diaphorase inh	PPARg SRC-1 ag	SRC2 TRFRET art	PPARg SRC-2 ag	ROMK primary	S1P3 antagonist	G6PDH CS	Diaphorase act	PMI activator
COc1ccc(-c2ccc(-c3nnc(Cc4ccc(OC)c(OC)c4)o3)cc2)cc1	7	1	0	2	1490	2	x	6	-1	1	1
COc1ccc(Cl)cc1NC(=O)Nc1cccc([N+](=O)[O-])c1C	4	0.8	26	2	1433	6	x	x	-2	0.7	0.8
CCN1CCCC1CNC(=O)c1cc(OC)c(OC)c(OC)c1 (centres undefined)	8	0.9	11	-2	1562	4	-0.22	x	5	0.9	0.9
O=C(C1CCCO1)N1CCN(c2ccc(F)cc2)CC1 (centres undefined)	-6	0.9	12	9	1363	0	x	x	3	0.9	0.9
c1ccc(-n2cc(CNCCc3cscn3)c(-c3ccc4c(c3)OCO4)n2)cc1	-2	1	-7	-2	1491	-12	-3.1*	-15	17	1.1	1
Cc1nn(-c2ccc(Cl)c(Cl)c2)c(C)c1C(=O)O	1	1	11	0	1447	8	-0.097	1	1	0.9	1
COc1cccc(-c2nn(-c3ccccc3)cc2C(=O)NCC(=O)O)c1	6	0.9	18	4	1671	6	1.2	1	7	0.8	0.8
Cc1cccc(-n2c(O)c(C=Nc3ccccc3N)c(=O)[nH]c2=O)c1	-8	0.8	23	-5	1505	0	x	16	0	0.8	0.8
O=C1CCCC(O)=C1C(C#Cc1ccccc1)C1=C(O)CCCC1=O	6	0.8	25	10	1457	-5	-3.8*	-8	-19	0.7	0.9
O=C(C1CCCN1S(=O)(=O)c1cccc2cccnc12)N1CCc2ccccc21 (centres undefined)	-5	0.9	22	-2	1489	-6	x	-1	5	0.8	0.9
COC(=O)[C@H](CC(C)C)NC(=O)CCc1nnc(COc2ccccc2)o1	-1	1.1	-17	4	1495	-5	0.64	-13	-2	1.2	1
O=C(COC(=O)c1ccccc1Nc1ccccc1)c1ccccc1	10	0.9	23	3	1506	10	-0.64	x	3	0.8	1
NC(=O)Cn1nnc(-c2ccc(NC(=O)c3ccc(F)cc3)cc2)n1	3	1	10	3	1786	9	0.82	-20	-7	0.9	1

Copied from the list:
`COc1ccc(-c2ccc(-c3nnc(Cc4ccc(OC)c(OC)c4)o3)cc2)cc1` in SRC2 TRFRET art shows 1490
`CCc1cc[n+](-c2nc3ccccc3nc2[N-]S(=O)(=O)c2ccc(Br)s2)cc1` in PMI act satM6P shows 0.7
